# Source: PubChem
# PAFAH1B2 FP inh – inhibitors of human PAFAH1B2; P68402; recombinant PAFAH1B2, FP-rhodamine activity probe, fluorescence polarization; inhibition, % at 3.39 µM; 1.2% of 340,000 active; AID 492953;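 active = inhibition above the mean of all tested compounds plus 3 SD, cut at about 24% in these data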;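 also: 0% = enzyme with DMSO and 100% = wells lacking PAFAH1B2; many of its hits are not listed in these tables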
# LYPLA2 counter – blocks human lysophospholipase 2, a PME1 counter-screen. O95372. recombinant LYPLA2, FP-Rh probe fluorescence polarization. inhibition, % at 5.9 µM. 0.38% of 320,000 active. AID 2177;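 active = inhibition above the screen-wide mean plus 3 SD, limit set per campaign, cut at about 26% in these data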;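 also: 0% = LYPLA2 with DMSO and 100% = wells lacking LYPLA2 enzyme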
# PAFAH1B3 FP inh – inhibitors of human PAFAH1B3; Q15102; recombinant PAFAH1B3, FP-rhodamine probe, fluorescence polarization; inhibition, % at 3.39 µM; 0.28% of 340,000 active; AID 492972;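 active = inhibition above the screen-wide average of all tested compounds plus 3 SD, cut at about 25% in these data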;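 also: 0% = enzyme with DMSO only and 100% = wells lacking PAFAH1B3 protein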
# Target sequence (Q15102 whole entry, looked up): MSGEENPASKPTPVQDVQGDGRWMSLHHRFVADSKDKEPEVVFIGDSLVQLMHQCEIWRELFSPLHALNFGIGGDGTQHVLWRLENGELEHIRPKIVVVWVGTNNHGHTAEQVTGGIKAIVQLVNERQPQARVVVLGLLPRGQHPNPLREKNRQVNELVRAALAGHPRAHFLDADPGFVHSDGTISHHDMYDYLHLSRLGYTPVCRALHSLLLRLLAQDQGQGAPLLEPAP
# pPAFAH inh – inhibitors of human plasma PAF acetylhydrolase (pPAFAH); Q13093; recombinant pPAFAH, FP-rhodamine probe fluorescence polarization; inhibition, % at 3.39 µM; 1.5% of 330,000 active; AID 463082;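 active = inhibition above the mean inhibition across the screen plus 3 SD, cut at about 25% in these data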;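 also: inhibitors block binding of the rhodamine activity-based probe so polarization drops; 0% = enzyme with DMSO and 100% = wells lacking pPAFAH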
# PAD4 inh – inhibitors of human PAD4. Q9UM07. recombinant PAD4, RCA probe fluorescence polarization. inhibition, % at 6.36 µM. 0.41% of 330,000 active;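 active = percent inhibition above a cutoff equal to the mean of all tested compounds plus 3 SD, cut at about 15% in these data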;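 also: 0% = PAD4 with RCA probe and DMSO and 100% = probe without PAD4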
# PME-1 primary – blocks human protein phosphatase methylesterase 1 | Q9Y570 | recombinant PME-1, FP-Rh probe fluorescence polarization | inhibition, % at 5.9 µM | 0.53% of 320,000 active | AID 2130;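 active = inhibition above the campaign mean of all compounds plus 3 SD, cut at about 26% in these data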;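 also: competitive labeling of PME-1 active site by serine hydrolase directed probe; 0% = PME-1 with DMSO and 100% = wells lacking PME-1 enzyme; inhibitors block probe labeling so polarization falls and inhibition rises; many of its hits are not listed in these tables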
# Target sequence (Q9Y570 whole entry, looked up): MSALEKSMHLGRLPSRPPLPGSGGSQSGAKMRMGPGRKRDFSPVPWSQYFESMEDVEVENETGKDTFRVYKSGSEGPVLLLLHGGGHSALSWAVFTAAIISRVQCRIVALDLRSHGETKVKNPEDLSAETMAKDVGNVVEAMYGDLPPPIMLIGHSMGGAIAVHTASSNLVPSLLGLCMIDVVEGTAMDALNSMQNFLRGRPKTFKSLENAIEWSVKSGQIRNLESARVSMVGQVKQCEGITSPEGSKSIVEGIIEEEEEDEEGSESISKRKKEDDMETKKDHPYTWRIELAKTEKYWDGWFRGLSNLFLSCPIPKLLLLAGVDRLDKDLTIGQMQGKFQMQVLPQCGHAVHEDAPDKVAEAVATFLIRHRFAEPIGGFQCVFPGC
# PREPL inh – human PREPL enzyme inhibition. 0.68% of 320,000 active. Q4J6C6. AID 2751. inhibition, % at 5.96 µM. recombinant PREPL, fluorescence polarization activity-based probe; in the data active = inhibition above about 43%;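 also: 0% = enzyme with DMSO and 100% = wells lacking enzyme; many of its hits are not listed in these tables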
# GSTO1 counter – counter-screen for RBBP9 inhibitors: inhibitors of human GSTO1. P78417. recombinant GSTO1, activity-based probe fluorescence polarization. inhibition, % at 5.96 µM. 1.1% of 300,000 active. AID 1974;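 active = inhibition above the campaign mean inhibition plus 3 SD, cut at about 35% in these data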;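 also: 0% = GSTO1-1 with DMSO and 100% = wells lacking GSTO1-1 enzyme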
# Target sequence (P78417 whole entry, looked up): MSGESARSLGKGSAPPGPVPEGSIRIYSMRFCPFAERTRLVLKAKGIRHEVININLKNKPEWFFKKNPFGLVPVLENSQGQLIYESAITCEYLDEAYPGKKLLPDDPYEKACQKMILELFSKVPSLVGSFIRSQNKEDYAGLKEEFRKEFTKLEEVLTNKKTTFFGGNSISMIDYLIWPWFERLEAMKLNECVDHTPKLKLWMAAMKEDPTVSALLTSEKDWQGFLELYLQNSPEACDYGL
# LYPLA1 counter – LYPLA1 (human) inhibition in PME1 counter-screen; O75608; recombinant LYPLA1, FP-Rh probe fluorescence polarization; inhibition, % at 5.9 µM; 0.16% of 320,000 active; AID 2174;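 active = inhibition above the mean of all tested compounds plus 3 SD, set per campaign, cut at about 14% in these data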;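 also: inhibitors block serine hydrolase probe labeling of LYPLA1 so polarization falls; 0% = enzyme with DMSO and 100% = wells lacking LYPLA1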
# The depositor's hits bear a star. This is a subset; count on the stated rates, not on these rows.
# Start of the listing, in advance (three entries):
Molecule	PAD4 inh	PREPL inh	PME-1 primary	pPAFAH inh	GSTO1 counter	PAFAH1B2 FP inh	LYPLA2 counter	PAFAH1B3 FP inh	LYPLA1 counter
O=C(Nc1cc2c(cc1Cl)OCCO2)c1ccco1	-1	-2	-5	2	4	0	1	-1	1
Cc1oc2nc(SCC(=O)NCc3cccnc3)nc(N)c2c1C	0	-4	-2	5	5	2	7	6	-2
Nc1ncc(Br)cc1S(=O)(=O)NCCC(=O)NCCc1ccccc1	1	-2	3	5	9	3	4	2	4

# All compounds of this part, from the first entry:
Molecule	PAD4 inh	PREPL inh	PME-1 primary	pPAFAH inh	GSTO1 counter	PAFAH1B2 FP inh	LYPLA2 counter	PAFAH1B3 FP inh	LYPLA1 counter
O=C(Nc1cc2c(cc1Cl)OCCO2)c1ccco1	-1	-2	-5	2	4	0	1	-1	1
Cc1oc2nc(SCC(=O)NCc3cccnc3)nc(N)c2c1C	0	-4	-2	5	5	2	7	6	-2
Nc1ncc(Br)cc1S(=O)(=O)NCCC(=O)NCCc1ccccc1	1	-2	3	5	9	3	4	2	4
Cc1noc(C)c1/C=N/Nc1ccccn1	-1	3	2	1	2	-2	0	-3	0
COc1cccc(/C=C2\SC(=O)NC2=O)c1OCc1ccc(C(=O)O)cc1	4	-2	4	-2	-6	11	-4	14	0
N#C/C(=C\c1ccc(F)cc1)c1nc(-c2ccco2)cs1	-12	3	-9	6	-1	0	-8	-14	-2
COc1ccc(Nc2cc(C)c3cc([N+](=O)[O-])ccc3n2)cc1	-2	34	18	8	-2	8	4	0	-3
Cc1sc2ncnc(Sc3ccccc3C(=O)Nc3ccccc3Cl)c2c1C	-1	15	0	0	1	1	-3	-3	1
CC(=O)c1cccc(NC(=S)NC(=O)c2ccc(Cl)cc2)c1	-3	-2	-5	2	0	4	5	5	1
Cc1cccc(NC(=O)/C=C/c2ccc3c(c2)OCO3)n1	-5	-2	-9	0	-7	-4	-6	0	-3
COc1ccc(NC(=O)CN(C)C(=O)C23CC4CC(CC(C4)C2)C3)cc1	4	2	-2	6	1	8	-7	3	-1
COCCn1c(=NC(=O)CCS(=O)(=O)c2ccccc2)sc2c(OC)ccc(OC)c21	-5	4	3	2	1	-6	-6	-5	-5
COc1ccc(C)cc1NC(=O)CC1COc2ccccc2O1 (stereo unspecified)	1	4	-3	5	-16	7	-2	9	2
O=C1NCCn2nc3ccccc3c21	-3	6	1	5	3	4	-5	-3	2
CCOC(=O)c1ccc2c(c1)C(=O)N(C1CCCCC1)C2=O	-6	11	3	0	-5	-1	9	9	0
COc1ccc(-c2[nH]ncc2CN2CCC(OCc3cccnc3)CC2)c(F)c1	-7	6	2	0	0	3	-4	-3	-1
O=C1OC(N2CCN(Cc3ccccc3)CC2)c2ccccc21 (stereo unspecified)	-1	17	4	0	-2	0	1	2	6
Cc1ccccc1C(=O)Nc1ccccc1-n1cccc1	2	3	0	3	-1	2	-4	6	-3
CSc1cccc2sc(NC(=O)C3=COCCO3)nc12	-7	1	-3	5	4	2	-13	-5	0
COc1ccc(CCNC(=O)c2cc3sccc3n2C)cc1OC	3	21	-4	5	-4	-10	1	3	2
CC1CCc2cc(F)ccc2N1C(=O)CN1C(=O)c2ccccc2C1=O (stereo unspecified)	-2	-7	0	-4	3	17	0	5	0
CC1CN(c2oc(-c3cccs3)nc2C#N)CC(C)O1 (stereo unspecified)	-7	-6	4	-2	-2	-3	7	14	13
COc1ccc(OCc2cc(C(=O)N3CCC(OC)CC3)no2)c2ccccc12	-4	3	5	14	1	0	7	9	7
O=C(CSc1nnnn1-c1ccccc1)Nc1nsc(-c2ccc(Cl)cc2)n1	-3	6	-31	0	-11	-11	-23	-31	-16
COc1ccc(/C=C/C(=O)NC(=S)Nc2cc3oc4ccccc4c3cc2OC)cc1	-2	3	-7	-1	-2	1	-1	0	0
Cc1ccc(C(=O)NNC2=Nc3cc([N+](=O)[O-])ccc3OC2)cc1	-13	30	19	3	-13	3	2	1	3
Fc1ccc(NC(=S)N2CCc3[nH]c4ccccc4c3C2)cc1	1	25	1	3	-10	1	-2	0	-7
CC(=O)Cc1nsc(NC(=O)c2cccc(F)c2)n1	-2	7	2	3	-9	3	5	4	-1
CC(=O)NC1C(=O)N=C(SCC(=O)Nc2ccc(C(F)(F)F)cc2Cl)NC1=O (stereo unspecified)	0	-3	-2	6	-23	3	1	3	-2
Cc1ccc(C)c(S(=O)(=O)Nc2cc(C)on2)c1	-3	15	3	-2	-2	1	-1	12	5

# Grouped by structure: those above with a cyano group (two)
Molecule	PAD4 inh	PREPL inh	PME-1 primary	pPAFAH inh	GSTO1 counter	PAFAH1B2 FP inh	LYPLA2 counter	PAFAH1B3 FP inh	LYPLA1 counter
N#C/C(=C\c1ccc(F)cc1)c1nc(-c2ccco2)cs1	-12	3	-9	6	-1	0	-8	-14	-2
CC1CN(c2oc(-c3cccs3)nc2C#N)CC(C)O1 (stereo unspecified)	-7	-6	4	-2	-2	-3	7	14	13

# (cont.)
Molecule	PAD4 inh	PREPL inh	PME-1 primary	pPAFAH inh	GSTO1 counter	PAFAH1B2 FP inh	LYPLA2 counter	PAFAH1B3 FP inh	LYPLA1 counter
O=C(CNC(=O)Cc1ccccc1)NCC(=O)OCc1ccccc1	3	5	-2	-1	-2	3	4	6	3
O=C(COC(=O)C1C2CC3OC(=O)C1C3C2)Nc1cccc(Cl)c1 (stereo unspecified)	0	7	4	2	0	6	4	7	-1
O=C(CSc1nnc(-c2ccncc2)o1)Nc1ccccc1Cl	0	-2	-1	4	-6	0	1	6	0
O=C(CC1C(=O)NCCN1C(=O)c1ccccc1)Nc1cc(Cl)ccc1Cl (stereo unspecified)	-3	-5	3	-1	1	0	-4	4	1
COc1ccc(OCc2nnc(SCC(=O)N3CCOCC3)o2)cc1	-1	0	-1	4	-6	4	-2	3	0
COc1cc(S(=O)(=O)Nc2ccncc2)ccc1F	0	-3	1	3	2	8	-2	-6	-6
O=C(/C=C/c1ccc(Br)cc1)NC1CCCCCC1	-1	4	2	2	0	6	2	6	-2
COC(=O)Cn1c(CN2CCOCC2)nc2c1c(=O)n(C)c(=O)n2C	7	12	-7	-5	2	5	3	1	-2
COC(=O)C(O)(CC(=O)c1ccc(OC)cc1)C(F)(F)F (stereo unspecified)	-1	6	4	0	1	8	6	3	-1
O=C(Nc1ccc(F)cc1F)N1CCN(C/C=C/c2ccccc2)CC1	1	11	0	1	5	4	10	-7	-3
O=c1c2c(-c3ccc(Cl)cc3)csc2ncn1/N=C/c1cccc([N+](=O)[O-])c1O	-3	-8	-1	9	2	13	2	16	-1
CCOCCCNC(=O)C(NC(=O)CC1NC(=O)NC1=O)c1ccc(Cl)cc1 (stereo unspecified)	-4	3	0	-4	-13	0	-4	14	1
O=S(=O)(NC1CC2CCC1C2)c1ccc(Br)cc1 (stereo unspecified)	4	-8	2	10	-4	23	3	4	3
Cc1cc(C(=O)Nc2cccc(-c3ccc(N4CCOCC4)nn3)c2)ccc1[N+](=O)[O-]	-3	22	3	1	-6	2	-9	4	-4
CC(C)n1cc(CNC(=O)C2CCC(=O)N(Cc3ccccc3F)C2)cn1 (stereo unspecified)	1	-1	11	1	3	2	-8	10	0
Cc1ccc(NC(=O)CN2C(=O)S/C(=C\c3cccn3-c3cccc(C(=O)O)c3)C2=O)cc1C	-2	5	-11	-2	-3	-1	36*	-1	-9
Cc1ccccc1-c1nc(CN2CCC(C(=O)NCCC3=CCCCC3)CC2)c(C)o1	-1	30	-3	4	3	4	6	5	6
CCOC(=O)c1c(NC(=O)C2c3ccccc3Oc3ccccc32)sc(C(C)=O)c1C	4	8	-2	-5	4	2	-4	1	-6
O=C1C=C(N2CCOCC2)c2ccccc2C1=O	60*	16	28*	9	90*	21	68*	77*	43*

# Reprinted at random: 7 records from the list
Molecule	PAD4 inh	PREPL inh	PME-1 primary	pPAFAH inh	GSTO1 counter	PAFAH1B2 FP inh	LYPLA2 counter	PAFAH1B3 FP inh	LYPLA1 counter
COc1cc(S(=O)(=O)Nc2ccncc2)ccc1F	0	-3	1	3	2	8	-2	-6	-6
O=C(CSc1nnc(-c2ccncc2)o1)Nc1ccccc1Cl	0	-2	-1	4	-6	0	1	6	0
COc1ccc(OCc2nnc(SCC(=O)N3CCOCC3)o2)cc1	-1	0	-1	4	-6	4	-2	3	0
O=S(=O)(NC1CC2CCC1C2)c1ccc(Br)cc1 (stereo unspecified)	4	-8	2	10	-4	23	3	4	3
CCOCCCNC(=O)C(NC(=O)CC1NC(=O)NC1=O)c1ccc(Cl)cc1 (stereo unspecified)	-4	3	0	-4	-13	0	-4	14	1
O=C(/C=C/c1ccc(Br)cc1)NC1CCCCCC1	-1	4	2	2	0	6	2	6	-2
Cc1ccccc1-c1nc(CN2CCC(C(=O)NCCC3=CCCCC3)CC2)c(C)o1	-1	30	-3	4	3	4	6	5	6
